Assay outcomes from PubChem BioAssay.
cardiac RTF act: cardiac RTF calcium sensitization; activation, % at 7.2 µM; IANBD-labeled TnC RTF fluorescence at EC20 calcium; 0% EC20 calcium, 100% full calcium; 0.24% of 340,000 active;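 active = activation above the mean over all tested compounds plus 3 SD, cut at about 30% in these data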;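 note: rise in fluorescence read as greater calcium sensitivity of cardiac thin filaments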
CAL PDZ FP-1: CAL PDZ (human) peptide binding inhibition | inhibition, % at 24.9 µM | purified CAL PDZ, TMR-peptide fluorescence polarization, 1 h | 0.92% of 300,000 active | AID 602252 | Q9HD26;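 active = mean inhibition of at least 30% with at least half of replicates also reaching 30%; inconclusive = no clear call, values can overlap the other calls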;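 note: 0% = DMSO neutral control and 100% = excess unlabeled competitor peptide PRC23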
C-LANA FP: KSHV C-LANA DNA binding inhibition. AID 504423. MBP-C-LANA/FAM-LBS DNA binding, fluorescence polarization. inhibition, % at 9 µM. 0.078% of 340,000 active;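 active = highest replicate inhibition at or above 60% at 9 µM, even if other replicates fall short; inactive = all replicates below 60% inhibition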;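 note: 0% = neutral control wells and 100% = 4 µM acridine orange control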
Rtt109 Vps75: inhibitors of Candida albicans Rtt109/Vps75 histone acetyltransferase; Q5AAJ8; purified Rtt109/Vps75, ThioGlo CoA-SH fluorescence, 4 h; inhibition, % at 34.9 µM; 0.16% of 330,000 active; AID 540336;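 active = inhibition of at least 50% in every replicate; inconclusive = best replicate reaches 50% inhibition but some replicates fall short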
Target sequence (Q5AAJ8 whole entry, looked up): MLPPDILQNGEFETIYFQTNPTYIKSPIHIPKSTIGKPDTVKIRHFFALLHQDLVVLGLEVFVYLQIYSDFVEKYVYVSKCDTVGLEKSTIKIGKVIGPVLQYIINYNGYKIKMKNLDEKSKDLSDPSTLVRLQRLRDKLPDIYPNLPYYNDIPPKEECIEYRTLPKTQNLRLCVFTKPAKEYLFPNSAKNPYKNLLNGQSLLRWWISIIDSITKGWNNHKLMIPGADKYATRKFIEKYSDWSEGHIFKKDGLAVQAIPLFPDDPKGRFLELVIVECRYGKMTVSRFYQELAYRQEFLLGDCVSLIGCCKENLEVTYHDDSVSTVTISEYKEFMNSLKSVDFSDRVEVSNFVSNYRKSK
PKA-R2B activ: activators of human PKA-R2B complex. PKA-R2B holoenzyme dissociation, Cy5-IP20 fluorescence polarization; R2B truncated from residue 108, S112A mutant; 0% DMSO only, 100% 113 µM cGMP. AID 504700. activation, % at 11.4 µM. 0.079% of 340,000 active;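 active = activation above a cutoff set at the mean over all compounds plus 3 SD, cut at about 18% in these data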;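 note: higher means more holoenzyme dissociation and a rise in polarization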
DAGLB inh: blocks human DAGLB lipase activity | Q8NCG7 | HEK293T DAGLB membrane lysate, EnzChek fluorogenic substrate | inhibition, % at 5.17 µM | 0.059% of 340,000 active | AID 504411; in the data active = inhibition above about 34%;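 note: 0% = enzyme with vehicle and 100% = wells lacking enzyme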
SR-BI DiI-HDL act: SR-BI HDL lipid transfer activation | CHO ldlA[mSR-BI] cells, DiI-HDL uptake fluorescence, 3 h; 100 = double the neutral-control signal | activation, % at 12.5 µM | 0.096% of 320,000 active;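 active = mean replicate activation of at least 60% and every replicate at or above 60%; inconclusive = mean or all-replicate condition met, but not both; inactive = mean below 60% and not all replicates reaching 60%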;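 note: 0% = median plate neutral-control signal and 100% = twice that signal; values of inactives mirror those of a sister screen read the other way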
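Test system: SR-BI-overexpressing, LDLR-lacking CHO cells. Measured by: DiI fluorescence, bottom read. Medium: Ham's F12 with 0.5% BSA, HEPES 25 mM, pH 7.4. Timing: 3 h uptake period with compound, 37 °C.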
Keap1-Nrf2 PPI: inhibitors of human Keap1-Nrf2 protein-protein interaction; inhibition, % at 9.4 µM; AID 504523; 0.15% of 340,000 active; Keap1 Kelch-Nrf2 peptide fluorescence polarization, 1536-well; in the data active = inhibition above about 12%; inconclusive = no clear call, values can overlap the other calls; inactive = below about 7.3%;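 note: human Keap1 Kelch domain with fluorescein labeled Nrf2 9mer peptide probe; 0% = neutral control wells and 100% = peptide positive control; higher means more block of Keap1 binding to Nrf2 peptide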
Target sequence (Q14145 whole entry, looked up, the tested form may be a part): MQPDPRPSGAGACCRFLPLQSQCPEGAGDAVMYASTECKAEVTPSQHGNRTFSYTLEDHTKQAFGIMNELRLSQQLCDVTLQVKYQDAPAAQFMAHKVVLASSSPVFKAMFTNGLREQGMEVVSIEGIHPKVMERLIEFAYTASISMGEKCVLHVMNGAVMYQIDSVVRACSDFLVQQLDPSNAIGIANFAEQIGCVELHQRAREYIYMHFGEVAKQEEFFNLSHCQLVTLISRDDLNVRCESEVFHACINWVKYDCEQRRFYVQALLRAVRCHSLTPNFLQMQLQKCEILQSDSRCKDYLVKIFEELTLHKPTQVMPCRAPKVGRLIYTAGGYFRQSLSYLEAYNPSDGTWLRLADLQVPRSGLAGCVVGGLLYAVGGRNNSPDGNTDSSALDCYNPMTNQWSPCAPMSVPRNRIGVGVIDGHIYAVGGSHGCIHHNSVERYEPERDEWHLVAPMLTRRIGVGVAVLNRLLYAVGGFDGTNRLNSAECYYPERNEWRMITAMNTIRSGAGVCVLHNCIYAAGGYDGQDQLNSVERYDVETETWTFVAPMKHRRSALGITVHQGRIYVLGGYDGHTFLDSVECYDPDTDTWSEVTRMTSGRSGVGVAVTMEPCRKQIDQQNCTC
CAL PDZ FP-2: inhibitors of human CAL PDZ peptide binding; purified CAL PDZ, TMR-peptide fluorescence polarization, 1 h; inhibition, % at 20 µM; 0.02% of 330,000 active; AID 504414;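 active = highest replicate inhibition of at least 40%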;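 note: plate controls were DMSO neutral control wells for no effect and unlabeled competitor peptide control wells for full effect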
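Read-out basis: mP drop reported as inhibition | Assay system: Tagged CAL PDZ protein CerCALP, purified | Benchmarks: Unlabelled peptide for full inhibition, DMSO wells as neutral | Schedule: 1 h incubation at room temperature before polarization reading | Buffer or medium: Sodium phosphate/NaCl buffer pH 7.4 with TCEP, IgG, Thesit | Doses: Single point, 20 µM | Measured by: Fluorescence polarization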
Cardiac RTF inh: cardiac RTF calcium desensitization. P19429+P45379. IANBD-labeled cardiac RTF, Ca2+ fluorescence. inhibition, % at 7.15 µM. 0.12% of 340,000 active. AID 493244;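 active = inhibition above the mean inhibition of all tested compounds plus 3 SD, cut at about 17% in these data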;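 note: assay run at fixed EC70 calcium of 1.6 mM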
Starred values were filed as active, the others as inactive; ? = inconclusive; · = no result given.

compound	cardiac RTF act	CAL PDZ FP-1	C-LANA FP	Rtt109 Vps75	PKA-R2B activ	DAGLB inh	SR-BI DiI-HDL act	Keap1-Nrf2 PPI	CAL PDZ FP-2	Cardiac RTF inh
Cn1c(=O)n(Cc2ccccc2F)c(=O)c2c1nc1n2CCCN1CCc1ccccc1	-1.6	-0.2	-1.5	19.3	-9.4	-6.3	-37.8	-3.9	0.0	1.4
CCCCCCCCCc1nc2sc3c(c2c(=O)n1NC(=O)c1ccccc1[N+](=O)[O-])CC(C)(C)OC3	-0.1	-6.2	1.1	0.4	-1.3	1.2	11.2	0.9	-0.4	-7.5
CC(c1nccs1)N(C)C(=O)c1ccc(OC2CCN(CCc3ccccc3)CC2)cc1 (stereo not drawn)	1.0	-2.2	-1.8	2.3	-0.6	-2.1	18.0	-2.2	-1.4	4.2
CCOC(=O)C1Cc2c([nH]c3ccccc23)CN1 (stereo not drawn)	0.0	-1.6	0.5	-1.6	-1.0	1.2	26.6	-0.5	-1.2	7.0
O=S(=O)(c1ccccc1)N1CCC2(CC1)OCCN2S(=O)(=O)c1cccs1	3.4	-2.9	0.7	-11.5	-13.3	4.1	21.1	-2.9	-1.9	-4.5
COc1cccc(N2CCN(Cc3nc4scc(-c5ccccc5)c4c(=O)[nH]3)CC2)c1	3.4	-2.5	0.2	-5.4	1.1	3.8	6.8	-13.1	-2.3	0.5
COC(=O)c1ccc2c(=O)n(CC3CCCO3)c(SCC(=O)NCCc3ccc(S(N)(=O)=O)cc3)nc2c1 (stereo not drawn)	-1.2	·	-1.2	-22.6	5.5	0.5	20.0	0.4	-0.5	3.9
O=CN1CCN(C(=O)COc2ccc(Cl)cc2Br)CC1	-2.1	0.3	-0.6	·	2.2	-0.7	3.1	-2.7	-2.6	9.0
Cc1c(NC(=O)c2ccc(NC(=O)C3CC3)cc2)cccc1C(=O)O	-1.4	·	-2.4	-1.7	-8.4	0.8	19.4	0.8	0.1	-4.6
O=C1CC(c2ccccc2Oc2cccc(Cl)c2)C(n2cncn2)C(=O)C1C1NCCc2ccccc21 (stereo not drawn)	5.6	-3.9	0.8	-2.3	-7.8	2.7	·	-2.7	-3.5	-4.5
CCCCCCc1c(C)[nH]c2nc3ccccc3n2c1=O	-6.9	-4.5	0.6	·	-4.6	-1.4	26.5	2.7	-2.6	-9.3
C/C(=N/NC(=O)Nc1ccccc1)c1ccc(C)cc1	17.1	-1.9	1.0	0.0	-13.7	-5.5	-3.6	-4.3	-0.8	7.3
O=C(c1ccoc1)N1CCCC(N2CCN(c3ccc(F)cc3)CC2)C1 (stereo not drawn)	-3.9	-2.1	-2.2	1.1	-10.9	-0.4	22.9	-5.0	-2.3	1.1
COc1ccc([N+](=O)[O-])cc1C1NN=C(c2cccc3ccccc23)S1 (stereo not drawn)	1.2	0.7	-0.3	-2.2	20.8*	-2.0	·	3.0	-0.9	-25.0
Cc1ccc2oc(C(=O)Nc3ccc(S(=O)(=O)Nc4ncccn4)cc3)c(C)c2c1	-1.4	-1.2	-1.2	-7.3	-6.0	-0.3	0.0	-4.2	0.5	-0.9
Cc1ccc(S(=O)(=O)N2CCOCC2)cc1C(=O)N1CC(C)OC(C)C1 (stereo not drawn)	-4.9	-3.7	1.0	-26.1	-1.4	-1.4	19.6	-2.2	-2.8	-6.8
CC(C)=CC(=O)OCC(=O)Nc1ccc(SC(F)F)cc1	1.0	0.8	1.5	-7.2	4.0	-5.3	2.5	-7.0	-0.5	-18.4
CSc1ccc(NC(=O)c2cccnc2)cc1C#N	-0.6	-2.7	2.2	-6.0	-4.0	1.0	-10.1	-1.7	-1.9	-7.0
N/C(=N\OC(=O)COc1ccc(Br)cc1)c1cccc([N+](=O)[O-])c1	6.1	-4.1	-2.0	-15.6	-3.5	-3.1	-6.2	-2.5	0.3	-3.2
Cc1cc(C)cc(OCC(=O)OCC(=O)Nc2cc(C)nn2-c2ccccc2)c1	-1.0	-2.9	-1.3	2.3	-8.7	-0.3	15.3	4.4	0.7	-18.4
Cc1onc(-c2ccccc2Cl)c1C(=O)NCc1ccccn1	-1.9	·	0.0	-0.2	-7.2	-5.3	2.4	-3.3	-0.2	-5.6
O=S(=O)(Nc1ccccn1)c1ccc(C(F)(F)F)cc1Cl	1.7	-8.9	1.0	0.4	4.2	-1.4	-8.7	-1.2	-0.4	-1.6
Cc1ccc(N(C)S(=O)(=O)c2cccc(C(=O)N3CCN(Cc4ccccc4)CC3)c2)cc1	1.7	-2.3	1.0	15.7	-3.2	-6.8	-60.2	0.7	0.7	-8.2
CCOc1cc(/C=N/O)ccc1OCc1ccccc1F	-2.4	-0.3	-0.8	-1.2	-8.4	0.7	-19.1	-1.4	-2.9	-6.2

The closing two compounds of the section before come first, to join the parts:
compound	cardiac RTF act	CAL PDZ FP-1	C-LANA FP	Rtt109 Vps75	PKA-R2B activ	DAGLB inh	SR-BI DiI-HDL act	Keap1-Nrf2 PPI	CAL PDZ FP-2	Cardiac RTF inh
Cc1ccc(N(C)S(=O)(=O)c2cccc(C(=O)N3CCN(Cc4ccccc4)CC3)c2)cc1	1.7	-2.3	1.0	15.7	-3.2	-6.8	-60.2	0.7	0.7	-8.2
CCOc1cc(/C=N/O)ccc1OCc1ccccc1F	-2.4	-0.3	-0.8	-1.2	-8.4	0.7	-19.1	-1.4	-2.9	-6.2
COc1cc(/C=C/C(=O)OCC(=O)NCCC2=CCCCC2)cc(OC)c1OC	3.4	-5.1	0.2	6.6	0.9	-7.4	-4.9	-3.7	-1.0	-1.0
Cc1ccc(CNC(=O)C2CCN(S(=O)(=O)N3CCOCC3)CC2)cc1	3.6	·	0.7	2.2	6.8	1.6	1.8	-8.1	-1.6	-8.1
CC(=O)Nc1ccc(NC(=O)COc2ccc(S(=O)(=O)N3CCCC3)cc2)cc1	2.4	·	-0.5	-5.8	7.3	-3.2	8.2	-1.2	-1.2	0.5
Cc1ccc(CN2CC(C(=O)Nc3cccc(S(=O)(=O)N4CCCCC4)c3)CC2=O)cc1 (stereo not drawn)	4.3	-0.3	0.0	6.4	-2.5	1.4	21.8	-3.1	-0.2	-15.0
Cc1ccc(C(=O)N/N=C/c2ccc(-c3cccc(C(F)(F)F)c3)o2)cn1	2.1	·	-11.2	-0.7	-10.9	-4.1	-27.3	-2.9	-3.1	-0.8
CCOC(=O)c1c(C)[nH]c(C2=NNC(=Nc3ccccc3)SC2)c1C	6.2	-2.9	0.5	1.1	16.9	-20.8	-31.0	-7.8	-4.3	-10.9
C/C(=N\NC(=O)c1ccc(CSc2nncn2C)cc1)c1cccs1	0.3	-0.2	0.0	-1.4	4.7	0.7	29.5	-4.2	-1.7	-11.2
Cc1ccccc1NC(=O)/C=C/c1ccc([N+](=O)[O-])s1	2.9	-1.0	-2.4	-2.0	1.9	-1.3	-14.1	-3.9	-0.1	-4.4
Cc1ccc(Cl)cc1NC(=O)C(NS(=O)(=O)c1cccs1)c1ccccc1 (stereo not drawn)	-0.4	0.2	-0.4	-0.3	-6.6	4.7	0.3	0.2	-0.3	-2.6
O=C(O)CN1C(=O)NC2NC(=O)NC21 (stereo not drawn)	1.7	-2.8	0.0	-2.3	-8.4	1.6	17.1	-0.6	-2.1	-4.9
O=C(Nc1ccc(Oc2cccnc2)cc1)C1CCN(Cc2ccccc2F)CC1	-3.9	-2.0	-2.2	?	15.1	2.8	-3.8	1.2	-2.6	-0.9
CC(C)Cn1c2ccccc2c2cc(C(=O)O)ccc21	-1.3	-4.7	-0.2	-17.2	4.4	-1.0	1.4	-3.3	-0.3	-12.9
Cc1ccc(C)c(NC(=O)COC(=O)CC2CC3CCC2C3)c1 (stereo not drawn)	-6.4	-1.5	0.4	0.6	2.1	-4.8	13.3	0.1	-0.1	-5.3
CN=C(C)/C(C(=O)OC)=C(/O)c1ccccc1F	0.7	-3.8	0.9	-12.6	7.5	0.2	19.4	2.2	0.2	5.8
CC(=O)Nc1cccc(-c2cn3ccc(C)cc3n2)c1	3.6	-5.4	-0.5	-1.9	2.6	-2.1	-17.5	-5.2	-3.6	-7.5
O=C(CSCc1cccc(Br)c1)N=Nc1c(O)[nH]c2ccccc12	-1.6	·	0.1	9.9	-4.6	-1.7	34.2	3.3	-1.7	9.9
COc1ccc(C(CNC(=O)C(=O)NC2CCCCC2)N2CCN(C)CC2)cc1 (stereo not drawn)	3.9	-1.6	-0.2	2.2	7.0	3.3	1.7	-2.5	0.4	-0.5
CN(N)c1nc(-c2ccccc2)nnc1C(F)(F)F	-1.5	0.8	1.0	17.0	-2.4	-2.0	6.5	-1.1	-0.7	-3.4
COc1ccc2nc3c(c(-c4ccccc4)c2c1)CCC3	-4.2	-5.8	0.1	7.5	6.8	-3.4	-2.4	1.5	-1.7	6.5
Cc1ccc(C)c(NC(=O)C(OC(=O)c2cnc(C)cn2)c2ccccc2)c1 (stereo not drawn)	2.8	-1.9	0.0	-6.6	8.5	1.4	4.5	-2.5	-1.3	-4.0
O=C(Oc1cccc([N+](=O)[O-])c1)N1CCCCC1	-3.7	-0.9	-0.2	-0.9	-4.5	0.7	3.7	-6.1	-1.7	-2.7
Cc1ccc(S(=O)(=O)NCC(c2ccccc2)N2CCCCC2)cc1 (stereo not drawn)	6.3	-2.9	1.6	9.1	-2.1	-3.3	-4.8	0.6	-1.8	-0.6

Outcome played no part in choosing rows (roughly 1.6% active in at least one column).
